# CHRM5 PAM: human M5 muscarinic receptor positive allosteric modulators, primary screen, CHO-K1 cells, Fluo-8 calcium fluorescence | Muscarinic acetylcholine receptor M5 (Homo sapiens), P08912 | CHO-K1 hM5, ACh EC20 PAM; 0% = ACh EC20, 100% = ACh EC100 | activation, % at 3 µM | actives 0.3% (n = 360,000) | AID 624038, 2012;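 active means activation above the run cutoff, the mean activation of all test compounds plus 3 SD, cut at about 18% in these data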
# Target sequence (P08912 whole entry, looked up): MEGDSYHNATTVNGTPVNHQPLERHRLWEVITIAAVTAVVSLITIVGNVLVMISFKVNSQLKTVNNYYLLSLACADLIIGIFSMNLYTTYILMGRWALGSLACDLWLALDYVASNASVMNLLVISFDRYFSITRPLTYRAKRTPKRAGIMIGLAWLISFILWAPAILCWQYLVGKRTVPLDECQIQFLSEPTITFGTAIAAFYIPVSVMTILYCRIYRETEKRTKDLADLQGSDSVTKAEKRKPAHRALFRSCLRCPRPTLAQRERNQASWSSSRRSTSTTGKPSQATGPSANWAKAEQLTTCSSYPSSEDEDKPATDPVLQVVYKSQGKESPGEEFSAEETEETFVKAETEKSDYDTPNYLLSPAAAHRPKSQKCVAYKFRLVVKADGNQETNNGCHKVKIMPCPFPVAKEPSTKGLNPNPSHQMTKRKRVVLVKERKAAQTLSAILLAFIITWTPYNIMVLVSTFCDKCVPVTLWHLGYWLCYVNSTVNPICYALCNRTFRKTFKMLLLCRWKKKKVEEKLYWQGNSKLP
#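 system = human M5 receptor in CHO-K1 cells | reagent = EC20 acetylcholine as agonist stimulus | compound dosing = single-point, 3 µM nominal | incubation = Fluo-8 loading 80 min at 37 °C plus 30 min room temperature | detection = Fluo-8 calcium dye fluorescence, kinetic read | benchmarks = low control EC20 acetylcholine (0%), high control EC100 acetylcholine (100%)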
# M5 antag: human M5 muscarinic receptor antagonists, primary screen, CHO cells, Fluo-8 calcium fluorescence; AID 624040, 2012; actives 0.59% (n = 360,000); CHO-hM5 cells, ACh EC80; inhibition, % at 3 µM; Muscarinic acetylcholine receptor M5 (Homo sapiens), P08912;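 active means inhibition above a per-plate cutoff, the mean of that plate's test compounds plus 3 SD, cut at about 27% in these data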;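 further: 0% = acetylcholine EC80 with DMSO and 100% = DMSO without agonist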
# CHRM1 PAM: human M1 muscarinic receptor positive allosteric modulators, primary screen, CHO-K1 cells, Fluo-8 calcium fluorescence, 1536-well | actives 0.088% (n = 360,000) | Muscarinic acetylcholine receptor M1 (Homo sapiens), P11229 | activation, % at 3 µM | AID 588819, 2011 | CHO-K1 hM1, ACh EC20; 0% = ACh EC20, 100% = maximal ACh; in the data active means activation above about 19%, passing the limit was not always enough
# Target sequence (P11229 whole entry, looked up): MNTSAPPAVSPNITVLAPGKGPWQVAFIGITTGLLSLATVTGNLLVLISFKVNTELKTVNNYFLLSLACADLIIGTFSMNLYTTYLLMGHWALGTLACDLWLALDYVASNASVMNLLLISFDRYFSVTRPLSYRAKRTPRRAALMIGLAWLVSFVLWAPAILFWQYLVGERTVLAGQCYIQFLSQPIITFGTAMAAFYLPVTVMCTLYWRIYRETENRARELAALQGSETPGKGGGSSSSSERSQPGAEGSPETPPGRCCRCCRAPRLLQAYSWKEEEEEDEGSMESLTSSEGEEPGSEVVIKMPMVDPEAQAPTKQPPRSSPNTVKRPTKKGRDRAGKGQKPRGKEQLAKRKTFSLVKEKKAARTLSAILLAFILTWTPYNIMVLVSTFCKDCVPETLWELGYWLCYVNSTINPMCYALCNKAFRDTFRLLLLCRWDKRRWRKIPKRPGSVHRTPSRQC
# CHRM1 agonist: human M1 muscarinic receptor agonists, primary screen, Fluo-8 calcium fluorescence, CHO-K1 cells, HTS | activation, % at 3 µM | CHO-K1 hM1, agonist mode; 0% DMSO, 100% acetylcholine EC100 | actives 0.33% (n = 360,000);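 active means activation above the run's mean compound activation plus 3 SD, cut at about 16% in these data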;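 further: peak over basal fluorescence ratio within a 140 s kinetic read after compound addition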
# CHRM4 agonist: human M4 muscarinic receptor agonists, primary screen, CHO-K1 cells, Fluo-8 calcium fluorescence; Muscarinic acetylcholine receptor M4 (Homo sapiens), P08173; CHO-K1 hM4/Gqi5; vehicle 0%, full acetylcholine response 100%; activation, % at 3 µM; actives 0.14% (n = 360,000); AID 624127, 2012;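 active means activation above the run mean over all test wells plus 3 SD, cut at about 32% in these data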;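 further: peak over basal fluorescence ratio per well then scaled between controls; 0% = DMSO wells and 100% = acetylcholine at EC100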
# CHRM4 antagonist: human M4 muscarinic receptor antagonists, primary screen, CHO cells, Fluo-8 calcium fluorescence; Muscarinic acetylcholine receptor M4 (Homo sapiens), P08173; CHO-hM4 cells, ACh EC80; inhibition, % at 3 µM; actives 0.73% (n = 360,000); AID 624125, 2012;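 active means inhibition above its plate's cutoff, the mean inhibition of sample wells plus 3 SD, cut at about 27% in these data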;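 further: 0% = acetylcholine EC80 with DMSO and 100% = DMSO without agonist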
# TAAR1 ag: human TAAR1 agonists, primary screen, Fluo-8 calcium fluorescence, CHO RD-HGA16 cells; Trace amine-associated receptor 1 (Homo sapiens), Q96RJ0; vehicle wells 0%, saturating PEA agonist 100%; activation, % at 3 µM; actives 0.99% (n = 360,000); AID 624467, 2012;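 active means activation above the mean activation of all test compounds in the run plus 3 SD, cut at about 38% in these data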
#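 System: CHO-derived RD-HGA16 cells with stable Gα16 and human TAAR1. Times: 17-24 h plating, Fluo-8 75 min 37 °C, 30 min RT. Measured by: calcium-sensitive Fluo-8 signal, excitation 470-495, emission 515-575 nm. Read-out basis: % activation relative to PEA EC100 response. Control set: DMSO and PEA EC100. Repeats: no replicates (n 1).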
# CHRM1 antagonist: human M1 muscarinic receptor antagonists, primary screen, CHO-K1 cells, Fluo-8 calcium fluorescence, 1536-well; Muscarinic acetylcholine receptor M1 (Homo sapiens), P11229; CHO-K1 hM1, ACh EC80 antagonist; inhibition, % at 3 µM; actives 1.3% (n = 360,000); AID 588852, 2011;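 active means percent inhibition above its own plate's cutoff, namely the mean of that plate's compound wells plus 3 SD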;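 further: peak over basal fluorescence ratio during 140 s after agonist addition; 0% = ACh EC80 plus DMSO and 100% = DMSO alone without agonist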
# M5 ag: human M5 muscarinic receptor agonists, primary screen, CHO-K1 cells, Fluo-8 calcium fluorescence; Muscarinic acetylcholine receptor M5 (Homo sapiens), P08912; CHO-K1 hM5 cells; 0% DMSO wells, 100% maximal acetylcholine response; activation, % at 3 µM; actives 0.19% (n = 360,000);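 active means activation above the run's mean over test compounds plus 3 SD, cut at about 23% in these data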;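 further: signal is peak over basal fluorescence ratio across the kinetic read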
# Active calls of the source: *; · = no result given.
SMILES,CHRM5 PAM,M5 antag,CHRM1 PAM,CHRM1 agonist,CHRM4 agonist,CHRM4 antagonist,TAAR1 ag,CHRM1 antagonist,M5 ag
COc1ccc2[nH]cc(CCNS(=O)(=O)c3ccccc3)c2c1,8,-8,15,-4,5,6,4,-4,0
CCCc1nc2ccccc2n1CCOC,-2,1,12,-3,1,5,12,-14,-1
CSc1nc2c(c(=O)[nH]1)C(c1ccc(Br)cc1)CC(=O)N2 (stereo not drawn),4,3,13,-3,0,1,7,-5,1
Cc1ccccc1NC(=O)Nc1cnccn1,-7,22,15,0,1,15,1,-18,-7
COc1ccc(CSC2=NCCN2)cc1Br,-17,18,-7,-6,2,-5,2,-1,-8
CN1CCN(S(=O)(=O)c2cccc([N+](=O)[O-])c2)CC1,-3,-2,0,-5,0,7,·,-5,0
Fc1ccccc1CN1CCC(Cc2ccccc2)CC1,-7,18,-9,-10,0,14,1,14,-14
C#CCOCCOCCOCCNc1nc(N2CCOCC2)nc(N2CCN(C(=O)CCCCCCCCCCNC(=O)[C@@H]([C@H](C)O)n3cc(C)nn3)CC2)n1,6,7,12,-4,3,-3,4,-8,1
Cc1ccoc1C(=O)Nc1cccc2ccccc12,-1,3,4,-5,1,7,6,-10,0
O=C(C1=NOC2(C1)C(=O)Nc1ccccc12)N1CCCC1 (stereo not drawn),2,-5,·,·,0,0,1,·,2
CCN(C(=O)c1c([N+](=O)[O-])cnn1C)c1ccccc1,1,0,6,-3,1,14,1,-21,-2
CSc1nnc(-c2cc(C)on2)n1-c1ccccc1,-1,-2,4,-3,0,-4,1,2,0
O=C(COc1ccccc1)N1c2ccccc2Sc2ccccc21,-5,1,-16,-9,-2,5,0,15,-4
CCOC(=O)CSc1nc(C)c2cccc(C)c2n1,19*,-5,-2,-3,0,-8,-2,-1,0
Cc1ccc(N(C(=O)CNC(=O)c2cccs2)C(C(=O)NC2CCCC2)c2ccncc2)cc1 (stereo not drawn),9,-9,10,1,-1,-13,11,-12,-3
O=C(O)c1ncsc1-c1ccccc1,2,3,4,-2,0,-6,1,-4,-1
Cc1ccnc(N2C(=O)c3ccccc3C2Nc2ccc3c(c2)OCCO3)c1 (stereo not drawn),-3,1,5,-7,1,-17,-3,-9,1
Cc1nn(Cc2cccc(C(=O)NC3CCCCC3)c2)c(C)c1Cl,0,4,9,-5,8,-20,3,-21,0
COc1ccc(CC(=O)N2N=C(C)CC2(O)C(F)(F)F)cc1OC (stereo not drawn),-1,5,-2,-5,1,4,1,6,0
Cc1ccc2nc(NC(=O)Cn3nc(C)c([N+](=O)[O-])c3C)sc2c1,1,-8,9,-5,3,-4,7,-1,0
COc1ccccc1N1C(=O)CC(Sc2ccccc2N)C1=O (stereo not drawn),-1,7,10,3,12,-10,6,-5,0
CC(=O)N1CCN(Cc2nc3cc(NC(=O)c4ccccc4C)ccc3n2C)CC1,2,-10,4,-3,1,-2,0,-37,-2
CN(C)CCCOC(=O)C1c2ccccc2Oc2ccccc21,-26,97*,-25,-6,1,95*,0,97*,-11
O=C(CO/N=C/c1ccc(OC(F)F)cc1)NCc1cccs1,-8,16,-4,-3,0,3,-1,-3,-1
CCN(CC)S(=O)(=O)c1ccc(C)c(C)c1,1,-4,9,-5,0,0,6,-5,-3
Cc1cc(OCc2nn[nH]n2)c2c(C)c(Cc3ccccc3)c(=O)oc2c1,0,-11,3,-1,0,-5,4,0,-2
C=C1CCN([C@@H](CC(C)C)C(=O)NCc2ccc(OC)cc2)S(=O)(=O)c2ccccc21,-4,11,6,-9,1,-2,1,-5,-3
CC(=O)C(=[N+]=[N-])C(=O)NCc1ccccc1,3,-1,4,-2,1,-6,3,-12,-4
CSc1cccc(-n2c(C)cc(C(N)=O)c2C)c1,-2,0,-5,-4,0,3,4,11,-8
NC(=O)c1nsc(C(=O)N(c2ccccc2)C(C(=O)NC2CCCC2)c2cccs2)c1N (stereo not drawn),-4,11,8,-1,1,1,0,2,-2
CN(C)/C(=C\C(=O)c1ccccc1)C(=O)c1ccccc1,-1,5,6,-4,0,5,1,-5,0
CCOc1ccccc1-c1nc(-c2ccncc2)no1,2,4,5,-2,0,1,0,-4,-10
Cc1ccc(OCCCC(=O)NCc2ccco2)cc1,1,-7,5,-6,0,-4,11,-3,-2
O=S(=O)(c1ccccc1)C1CON(Cc2ccccc2)C1c1ccccc1 (stereo not drawn),-17,13,-15,-7,16,16,2,19,1
CCOC(=O)CN1C(=O)N[C@@H](CCc2ccccc2)C(C(=O)OC)=C1C,2,2,10,-5,1,-11,10,-6,-3
Cc1cc(=O)oc(C)c1C(=O)NCc1cccnc1,1,2,9,-2,1,13,8,-13,4
COc1ccc(-c2[nH]ncc2-c2ccc3c(c2)OCCO3)c(O)c1,-2,12,7,-1,3,14,8,3,-4
Cc1ccnc(SCC(=O)Nc2sccc2C#N)n1,-1,4,6,0,3,6,6,-11,-1
COc1cc(CC(=O)Nc2ccc(S(=O)(=O)N(C)C)cc2)cc(OC)c1OC,4,-8,1,6,5,6,4,-9,1
CC(=O)Nc1ccc(C(=O)N/C(=C/c2ccccc2)C(=O)N2CCCCC2)cc1,-2,6,-7,0,1,4,2,9,-2
CCCOc1ccc(C(=O)N2CCN(c3ccc(NC(=O)CC)cc3Cl)CC2)cc1,-3,19,-6,-3,0,8,15,-1,-2
C=C1SC(Nc2c(C)cc(C)cc2C)=NC12CCCCC2,-19,17,-25,-7,-1,26,21,68*,-17
C/C(=N\NC(=O)c1cc(-c2ccccn2)nc2ccccc12)c1cccc([N+](=O)[O-])c1,2,7,7,1,2,-6,6,-5,4
COc1ccc(NC(=S)Nc2cccc(Cl)c2Cl)cc1OC,-1,12,8,-3,2,-7,1,1,3
CC1CCN(S(=O)(=O)c2cn(CC(=O)N3CC(C)CC(C)C3)c(=O)c3ccccc23)CC1 (stereo not drawn),2,-4,3,-3,0,-2,-3,-7,1
O=C1CC(C(=O)O)C2(CCCC2)O1 (stereo not drawn),-5,3,2,-1,1,-2,3,1,1
CCc1cc(C(=O)N2CCCC(C(=O)c3ccc(C(F)(F)F)cc3)C2)n(C)n1 (stereo not drawn),-4,2,0,-1,5,5,-2,-5,4
O=C(CSc1nc(NS(=O)(=O)c2ccccc2)cc(=O)[nH]1)Nc1ccccc1C(F)(F)F,-6,14,0,-3,0,7,4,9,-3
COC(=O)c1ccc(NCc2c(O)ccc(O)c2Br)cc1Cl,-6,12,-3,0,3,8,17,2,0
CC(=O)NCCNC(=O)C1(C)Cc2c(-c3ccc(NC(C)=O)cc3)ccnc2O1 (stereo not drawn),-2,2,3,-4,1,-4,4,-9,0

# The final 6 records of the section before open the next one:
SMILES,CHRM5 PAM,M5 antag,CHRM1 PAM,CHRM1 agonist,CHRM4 agonist,CHRM4 antagonist,TAAR1 ag,CHRM1 antagonist,M5 ag
CC1CCN(S(=O)(=O)c2cn(CC(=O)N3CC(C)CC(C)C3)c(=O)c3ccccc23)CC1 (stereo not drawn),2,-4,3,-3,0,-2,-3,-7,1
O=C1CC(C(=O)O)C2(CCCC2)O1 (stereo not drawn),-5,3,2,-1,1,-2,3,1,1
CCc1cc(C(=O)N2CCCC(C(=O)c3ccc(C(F)(F)F)cc3)C2)n(C)n1 (stereo not drawn),-4,2,0,-1,5,5,-2,-5,4
O=C(CSc1nc(NS(=O)(=O)c2ccccc2)cc(=O)[nH]1)Nc1ccccc1C(F)(F)F,-6,14,0,-3,0,7,4,9,-3
COC(=O)c1ccc(NCc2c(O)ccc(O)c2Br)cc1Cl,-6,12,-3,0,3,8,17,2,0
CC(=O)NCCNC(=O)C1(C)Cc2c(-c3ccc(NC(C)=O)cc3)ccnc2O1 (stereo not drawn),-2,2,3,-4,1,-4,4,-9,0
COCc1cc(C)nc2sc(C(=O)Nc3ccc(OC)cc3)c(N)c12,8,1,15,-2,2,4,0,-10,1
O=C(Nc1ccc(F)cc1)N1CCn2c(nc3ccccc32)C1,-5,-2,3,-2,3,-4,7,-6,4
COc1ccc(-n2cnc3cc(NS(=O)(=O)c4ccccc4)ccc32)cc1,-7,3,-3,-4,13,5,4,0,1
COc1ccc(NC(=O)C(c2ccncc2)n2c(=O)c(-c3cc4ccccc4[nH]3)nc3ccccc32)cc1 (stereo not drawn),-2,3,·,·,15,3,1,·,3
Cc1ccccc1-c1noc(-c2ccc(O)cc2)n1,3,-2,10,8,7,-9,32,-7,15
CN(C(=O)COC(=O)c1ccc(=O)n(Cc2ccccc2)n1)C1CCCCC1,-7,2,-8,-2,2,5,3,13,1
C=C1CN(CC(=O)OC)S(=O)(=O)c2ccccc21,6,7,10,0,2,-3,8,-2,3
CC1CC(C)CN(CCCNC(=O)CN2C(=O)c3cccnc3Oc3ccc(Cl)cc32)C1 (stereo not drawn),-4,8,-1,-5,-1,8,2,-4,-6
Cc1cccc(NC(=O)Nc2ccc(Cl)c(Cl)c2)n1,2,16,1,-2,0,11,3,-5,-2
COc1ccc(C(C)NC(=O)C2CCCC2)cc1OC (stereo not drawn),7,7,9,-2,1,0,1,-9,-3
CN(C)c1ccnc2sc3c(=O)n(Cc4ccccc4)cnc3c12,0,-1,23*,-5,0,-9,·,-15,1
Cc1ccc(N2CCN(C(=O)NC3CCCCC3)CC2)c(C)c1,6,-2,4,5,4,-12,23,-9,8
Cn1nc(C(=O)NC2CCCCC2)c2c1-c1ccccc1SC2,-13,7,-3,-5,11,6,1,1,2
NS(=O)(=O)c1ccc(NC(=S)Nc2cc(Cl)c(Cl)cc2Cl)cc1,5,-10,8,-8,2,-10,6,-7,-6
O=S(=O)(NC1CCCCC1)c1ccc(N2CCOCC2)nc1,-8,16,8,-1,4,-6,1,-5,1
Cc1cc(-c2cc(C(=O)NC3CCCC3)on2)nc(NCC2CC2)n1,-2,17,2,-5,-1,7,1,6,0
CCOC(=O)N1CCN(c2nc(=S)n(-c3ccccc3)c(C)c2C(C)=O)CC1,-8,3,-25,-8,0,19,-1,15,-10
Cc1ccc2c(C)c(C(=O)N(C)C(C)c3ccncn3)oc2c1C (stereo not drawn),-3,11,9,-6,0,6,5,-10,-4
CCOc1ccc2nc3sc(C(=O)N4CCOCC4)c(N)c3cc2c1,2,-3,5,-2,8,-4,2,3,-1

# These rows are one share of the data; count on the stated rates, not on these rows.
